# Compound activity deposited in PubChem BioAssay by Southern Research Specialized Biocontainment Screening Center.
# Salmonella PhoP GFP – PhoP regulon inhibitors, Salmonella typhi PhoP promoter GFP reporter, confirmatory (AID 1850). 310,000 tested, 0.33% active. inhibition, % at 50 µM; hits with a dose series show IC50 in µM. Salmonella Typhi PhoP-promoter GFP reporter, fluorescence, 4 h; higher % means a stronger effect; in the data active means a potency from the dose series; inconclusive means inhibition mostly from about 25% at the one dose, without a potency; inactive means the rest, 99 in 100 with inhibition below about 19%;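 further: 0% = induced wells with vehicle and 100% = uninduced wells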
# influenza NS1A – H1N1 influenza NS1A inhibitors, functional cell based assay (AID 504329); NS1A functional cell-based assay, percent inhibition; higher % means a stronger effect; 340,000 tested, 0.3% active; inhibition, % at 12.5 µM; hits with a dose series show IC50 in µM; in the data active means a potency from the dose series; inconclusive means inhibition above about 27% without an active follow-up result; further: strong numbers were not always called active
# M. tuberculosis HTS – M. tuberculosis growth inhibition, HTS (AID 449762); M. tuberculosis H37Rv growth inhibition, 7H9 media; higher % means a stronger effect; 330,000 tested, 0.59% active; inhibition, % at 25 µM; hits with a dose series show IC50 in µM; in the data active means a potency from the dose series; inconclusive means inhibition above about 70% without an active follow-up result;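 further: bacterial growth assessed after seven days of incubation; strong numbers were not always called active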
# VEEV TC-83 Vero – inhibitors of VEEV TC-83 cytopathic effect, confirmation, Vero cells (AID 588727); one-dose inhibition, % at 20 µM; IC50 in µM for titrated hits; 350,000 tested, 0.13% active; Vero cells, VEEV TC-83 cytopathic effect inhibition; higher % means a stronger effect; in the data active means a potency from the dose series; inconclusive means inhibition mostly from about 14% at the one dose, without a potency; inactive means the rest, 99 in 100 with inhibition below about 12%; further: strong numbers were not always called active
# M. tuberculosis – growth inhibition of non-replicating M. tuberculosis (AID 488890); 320,000 tested, 0.39% active; Mycobacterium tuberculosis non-replicating, growth inhibition; higher % means a stronger effect; inhibition, % at 25 µM, or IC50 in µM where a hit was titrated; in the data active means a potency from the dose series; inconclusive means inhibition mostly from about 82% at the one dose, without a potency; inactive means the rest, 99 in 100 with inhibition below about 76%;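 further: plate controls were DMSO cells for no effect and high antibiotic wells for full effect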
# VEEV TC-83 Vero 10K pilot screen – recorded beside VEEV TC-83 Vero, whose call it bears; inhibition, %; measured here: 10K pilot screen inhibition
# Active calls of the source: *; i = inactive; ? = inconclusive; nt = no result given.
# Start of the listing, in advance, six compounds:
SMILES,Salmonella PhoP GFP,influenza NS1A,M. tuberculosis HTS,VEEV TC-83 Vero,M. tuberculosis,others
O=C(N=Nc1c(O)[nH]c2ccc([N+](=O)[O-])cc12)c1ccccc1Cl,8%,-10%,6%,2.4%,-13%,
Cc1ccc(OCCCCN2CCCCC2)cc1,-8%,-23%,-1%,0.3%,34%,
COc1ccccc1Nc1nnc(SCc2cc(=O)n3cc(C)ccc3n2)s1,0%,6%,1%,7.9%,0%,
Cc1ccc(-c2cc(C(=O)N3CCCCCC3)no2)cc1,-13%,-4%,2%,1.3%,22%,
CCC(CO)(C(=O)OC1C[N+]2(C)CCC1CC2)c1ccccc1 (stereo not given),7%,-7%,-13%,1.2%,-23%,
N#Cc1cc(N)c(Nc2ccccc2)cc1C#N,2%,3%,-2%,0.1%,16%,VEEV TC-83 Vero 10K pilot screen=0.0

# Main list, from the first entry:
SMILES,Salmonella PhoP GFP,influenza NS1A,M. tuberculosis HTS,VEEV TC-83 Vero,M. tuberculosis,others
O=C(N=Nc1c(O)[nH]c2ccc([N+](=O)[O-])cc12)c1ccccc1Cl,8%,-10%,6%,2.4%,-13%,
Cc1ccc(OCCCCN2CCCCC2)cc1,-8%,-23%,-1%,0.3%,34%,
COc1ccccc1Nc1nnc(SCc2cc(=O)n3cc(C)ccc3n2)s1,0%,6%,1%,7.9%,0%,
Cc1ccc(-c2cc(C(=O)N3CCCCCC3)no2)cc1,-13%,-4%,2%,1.3%,22%,
CCC(CO)(C(=O)OC1C[N+]2(C)CCC1CC2)c1ccccc1 (stereo not given),7%,-7%,-13%,1.2%,-23%,
N#Cc1cc(N)c(Nc2ccccc2)cc1C#N,2%,3%,-2%,0.1%,16%,VEEV TC-83 Vero 10K pilot screen=0.0
COc1ccc(/C=N\NC(=O)CNC(=O)C(c2ccccc2)c2ccccc2)cc1[N+](=O)[O-],-1%,13%,2%,0.3%,10%,
CN(c1ccccc1)S(=O)(=O)c1ccc(C(=O)Nc2ncccc2O)cc1,-4%,5%,-1%,2.1%,5%,
COc1ccc(CC(=O)N2CCN=C2SC)cc1OC,2%,6%,3%,0.5%,-3%,
Fc1nc(N2CCCC2)c(F)c(Oc2ccccc2Oc2c(F)c(F)nc(N3CCCC3)c2F)c1F,11%,-4%,9%,3.6%,-3%,
CN1CCN(CCNC(=O)c2cc3c(=O)n(C)c4ccccc4c3n2C)CC1,-4%,13%,-13%,0.2%,6%,
CC1(C)CN(c2cccc(C#N)c2)C1=O,10%,-2%,-4%,1.8%,-2%,
COc1ccc(-c2noc(CCCC(=O)Nc3ccc(C(N)=O)cc3)n2)cc1,2%,-3%,-3%,3.9%,16%,
O=C(O)c1ccc(Cl)c(S(=O)(=O)N2CCCCCC2)c1,-8%,-2%,-6%,0.9%,-2%,
O=C(Cn1cnc2c(nnn2Cc2ccc(F)cc2)c1=O)N1CCCc2ccccc21,0%,-8%,0%,0.1%,-29%,
C/C(=N\NC(=O)c1ccncc1)c1ccc(N2CCOCC2)cc1,nt,0%,?,i,-17%,
COCc1ccc(C(=O)N2CCCCC2C(=O)Nc2ccc(-n3nc(C)cc3C)cc2)o1 (stereo not given),-5%,-15%,-3%,1.5%,1%,
O=C(NCCOc1ccc(Cl)cc1)C(=O)NCC1CCCO1 (stereo not given),-1%,-9%,9%,0.1%,5%,
CC1CN(C(=O)c2ccccc2Nc2ccc(SC(F)F)cc2)CC(C)O1 (stereo not given),-8%,-3%,3%,0.8%,9%,
Cc1ccc(-c2nc3c(c(=O)[nH]c(=O)n3Cc3ccccc3)n2Cc2ccccc2)o1,nt,4%,nt,6.8%,nt,
CC(C)=C(NC(=O)c1ccccc1)C(=O)Nc1ccc(C(=O)O)cc1,-5%,-12%,-8%,0.8%,-15%,
CCC(C)Sc1ccc([C@H]2N[C@@](CC(C)C)(C(=O)OC)[C@H]3C(=O)N(C)C(=O)[C@@H]23)cc1 (stereo not given in full),1%,3%,4%,i,-4%,
CCOC(=O)C1CCN(c2ncnc3c(C)csc23)CC1,-2%,7%,0%,4.4%,43%,
COc1ccc(CCNC(=O)C(=O)NCc2ccc(Cl)cc2)cc1OC,-6%,3%,?,1.6%,14%,
O=C(Nc1ccc2c(c1)OCCO2)C1CCN(S(=O)(=O)c2cccs2)CC1,9%,4%,-10%,i,17%,
CCCn1c(C2CCCN2c2nc(-c3ccc(C)cc3)cs2)nc2cc(Cl)c(N3CCCCC3)cc21 (stereo not given),-43%,8%,-4%,i,10%,
Cc1ccc(C(=O)CSc2nnc(CNc3nc(-c4ccccc4)cs3)n2C)cc1,12%,4%,8%,7.4%,32%,
COc1ccc(-n2c(-c3cccc(OC)c3)nc(=S)c3c2CCCC3)cc1,-2%,-8%,-17%,0.5%,33%,
COc1ccc(S(=O)(=O)N2C3CCC2CC(NC(=O)C2CC2)C3)cc1 (stereo not given),1%,2%,0%,i,-11%,
O=C(Cc1ccc(Cl)cc1)Nc1ccccn1,-2%,-9%,-2%,0.2%,59%,

# Ordered by formula weight (smallest number first): 3 of the compounds above
SMILES,Salmonella PhoP GFP,influenza NS1A,M. tuberculosis HTS,VEEV TC-83 Vero,M. tuberculosis,others
COc1ccc(CCNC(=O)C(=O)NCc2ccc(Cl)cc2)cc1OC,-6%,3%,?,1.6%,14%,
CCC(C)Sc1ccc([C@H]2N[C@@](CC(C)C)(C(=O)OC)[C@H]3C(=O)N(C)C(=O)[C@@H]23)cc1 (stereo not given in full),1%,3%,4%,i,-4%,
CCCn1c(C2CCCN2c2nc(-c3ccc(C)cc3)cs2)nc2cc(Cl)c(N3CCCCC3)cc21 (stereo not given),-43%,8%,-4%,i,10%,

# (next part)
SMILES,Salmonella PhoP GFP,influenza NS1A,M. tuberculosis HTS,VEEV TC-83 Vero,M. tuberculosis,others
COc1cccc(C2c3[nH]c4ccccc4c3CCN2Cc2cccn2-c2ncccn2)c1 (stereo not given),-1%,13%,2%,5.2%,72%,
COc1cccc(N2CCN(c3ncnc4c3[nH]c3ccc(F)cc34)CC2C)c1 (stereo not given),3%,-12%,?,1.2%,70%,
CCCN(C(=O)c1ccccc1N)c1c(C)n(C)n(-c2ccccc2)c1=O,-3%,2%,-5%,2.5%,2%,
CC(=O)Nc1c(O)nc(SCc2ccc(Cl)cc2)[nH]c1=O,-6%,13%,10%,0.8%,2%,
CC(OC(=O)c1cccc(-n2cnnn2)c1)C(=O)Nc1ccc(F)c(F)c1F (stereo not given),nt,-3%,nt,i,nt,
Cc1ccccc1-c1cc(-c2ccccc2O)on1,2%,4%,24%,i,41%,
CC1CCCC(C)N1CCCNC(=O)Cn1c(=O)c2cccn2c2cccnc21 (stereo not given),-6%,7%,-1%,0.8%,-6%,
O=C1CCC([N+](=O)[O-])C(c2cc3c(cc2Br)OCO3)N1 (stereo not given),-2%,5%,-17%,0.5%,-9%,
COc1ccc(CNC(=O)C(C)OC(=O)c2cccn2C)cc1 (stereo not given),10%,-7%,1%,1.2%,2%,
O=C(NCCN1C(=O)S/C(=C\c2ccc(Cl)cc2)C1=O)c1ccc(F)c(S(=O)(=O)N2CCOCC2)c1,-13%,-3%,1%,1.3%,-2%,
O=C(CN1CCC(NC(=O)C2CC2)CC1)Nc1ccccc1[N+](=O)[O-],-4%,0%,-6%,1.0%,-1%,
COc1ccc(NC(=O)CSc2nc3c(c(=O)n2-c2ccc(C)cc2)SCC3)c(OC)c1,-5%,-6%,-2%,1.3%,-1%,
O=c1c2c3c(sc2nc(NCCO)n1Cc1ccco1)CCCCC3,-3%,0%,?,4.9%,37%,
Cc1ccc2c(cnn2C(=O)CCCC(=O)NC(C)c2ccccc2)c1 (stereo not given),12%,-10%,-5%,0.7%,-2%,
Cc1c(CCOC(=O)c2ccccc2)sc[n+]1CC(=O)c1ccc(Br)cc1,-8%,10%,13%,i,26%,
Cc1nsc(Nc2ccccc2)c1C#N,8%,-7%,-1%,1.4%,-8%,
O=C(Nc1nc2ccc(F)cc2s1)C1CCN(S(=O)(=O)c2cc([N+](=O)[O-])ccc2Cl)CC1,-5%,5%,11µM*,3.8%,36%,
COc1ccc(-n2nc(C(=O)NCc3ccco3)c3c4ccccc4n(C)c3c2=O)cc1,-9%,1%,10%,0.4%,1%,
COc1ccc(NC(=O)c2ccc(OCC3CCCO3)cc2)cc1Cl (stereo not given),nt,-6%,nt,2.7%,nt,
CS(=O)(=O)c1ccc(Cl)c(NC(=O)COC(=O)c2cccc(S(=O)(=O)N3CCCCC3)c2)c1,-10%,-5%,-16%,2.6%,11%,
O=C(Cc1ccccc1)N/N=C/c1cc2c(cc1Cl)OCO2,-5%,3%,0%,i,-1%,
Cc1cc(C)n(CC(=O)Nc2ccccc2)n1,-6%,2%,-2%,2.7%,-1%,
N#C/C(=C\c1ccc(-c2ccc(Br)cc2)o1)C(=O)NCCc1c[nH]c2ccccc12,-7%,9%,96µM*,6.4%,?,
CC(/C=C/c1ccco1)=N\NC(=O)CNc1cccc(C)c1,10%,2%,6%,13%,15%,
CN1CCc2c(sc3c2c(=O)n(-c2ccccc2)c2n[nH]c(=S)n32)C1,1%,-4%,-8%,2.3%,-6%,
O=C(C[N+]12CCN(CC1)CC2)NCCc1ccc(Cl)cc1Cl,-3%,3%,-3%,i,3%,
COc1ccc(-c2csc3ncnc(NCCCO)c23)cc1,-5%,-6%,-4%,6.1%,-6%,
O=C(c1c(F)c(F)c(F)c(F)c1F)N(Cc1ccccc1)Cc1ccccc1,-2%,-1%,7%,0.4%,13%,
CCOC(=O)C(NC(=O)CC)(Nc1ccc(C(O)(C(=O)OCC)C(F)(F)F)cc1C)C(F)(F)F (stereo not given),0%,-11%,-8%,i,-11%,
Cc1ccc(NC(=O)O/N=C/c2ccc(N(C)C)cc2)cc1,-2%,3%,-8%,2.8%,2%,
COc1ccc(-c2coc3c(C)c4oc(=O)c(CCC(=O)O)c(C)c4cc23)cc1,-7%,-2%,9%,3.3%,-3%,
CCCCCN(C(=O)CCCSc1nncs1)c1c(N)n(CCCC)c(=O)[nH]c1=O,12%,-1%,4%,2.6%,5%,
O=C(NCO)c1cccnc1,nt,8%,nt,0.5%,nt,
CCC(C)(C)NC(=O)C(c1cccc(OC)c1OC)N(CCC(C)C)C(=O)CCC(=O)Nc1cc(C)on1 (stereo not given),-4%,-18%,-10%,i,18%,
COc1ccc(C2C(C(C)=O)=C(C)Nc3ncnn32)cc1 (stereo not given),-3%,-1%,-7%,0.7%,5%,
COc1cc2ccccc2cc1C(=O)N(CCN(C)C)c1nc2c(F)cc(F)cc2s1,-12%,5%,1%,i,11%,
COc1ccc(C(NC(=O)c2ccc(=O)[nH]c2)C(=O)Nc2ccc(C(C)C)cc2)cc1 (stereo not given),12%,-4%,4%,6.3%,7%,
COc1ccc(S(=O)(=O)N2CCN(C)CC2)c(C)c1,12%,-1%,-2%,i,7%,
COc1ccc2ccccc2c1CN1CCCC(CO)C1 (stereo not given),0%,-3%,3%,1.9%,-1%,
CCOc1ccccc1-c1noc(CCC(=O)NC2CCCCC2)n1,4%,8%,3%,1.9%,1%,
O=C(NNc1nc2ccccc2s1)Nc1ccc(F)cc1,0%,-2%,8%,i,i,
NC(=O)C1CCN(C2=C(Cl)C(=O)c3ccccc3C2=O)CC1,9%,6%,1%,1.5%,34%,
COc1ccc(-c2cc(=O)oc3cc(OC(=O)C4CCCCC4)ccc23)cc1,3%,2%,6%,11%,68%,

# Fetched one by one from above:
SMILES,Salmonella PhoP GFP,influenza NS1A,M. tuberculosis HTS,VEEV TC-83 Vero,M. tuberculosis,others
CCCN(C(=O)c1ccccc1N)c1c(C)n(C)n(-c2ccccc2)c1=O,-3%,2%,-5%,2.5%,2%,
CCC(C)(C)NC(=O)C(c1cccc(OC)c1OC)N(CCC(C)C)C(=O)CCC(=O)Nc1cc(C)on1 (stereo not given),-4%,-18%,-10%,i,18%,
O=C(NCO)c1cccnc1,nt,8%,nt,0.5%,nt,
Cc1ccc(C(=O)CSc2nnc(CNc3nc(-c4ccccc4)cs3)n2C)cc1,12%,4%,8%,7.4%,32%,
COc1ccc(C2C(C(C)=O)=C(C)Nc3ncnn32)cc1 (stereo not given),-3%,-1%,-7%,0.7%,5%,
